Screens deposited in PubChem by Southern Research Specialized Biocontainment Screening Center.
VEEV TC-83 Vero = inhibitors of VEEV TC-83 cytopathic effect, confirmation, Vero cells (AID 588727); one-dose inhibition, % at 20 µM; IC50 in µM for titrated hits; Vero cells, VEEV TC-83 cytopathic effect inhibition; higher % means a stronger effect; hit rate 0.13% among 350,000; in the data active means a potency from the dose series; further: strong numbers were not always called active
Numbers without * were called inactive; i = inactive. These rows are one share of the data; count on the stated rates, not on these rows.

SMILES	VEEV TC-83 Vero
COc1cccc(CNC(=O)COC(=O)c2ccc(-c3ccc(O)cc3)cc2)c1	2.0%
C[C@@H]1CN([C@H](C)CO)C(=O)CCCn2nncc2CO[C@H]1CN(C)C(=O)Nc1ccc2c(c1)OCO2	i
O=C(Nc1cccc(C(=O)O)c1)/C(=C\c1ccccc1)NC(=O)c1ccco1	5.6%
C#CCOc1ccc(/C=C2/C(=O)N(c3ccc(S(N)(=O)=O)cc3)N=C2C)cc1OC	1.5%
CC(OC(=O)C1=COCCO1)C(=O)NC1CCCCC1 (stereo not given)	1.5%
O=C(OCc1cn([C@@H]2C[C@H](c3ccc(Cl)cc3)N(C(=O)C3CCCCC3)C[C@H]2O)nn1)c1ccccc1	3.9%
O=C1OC(c2ccccc2)=CC1=Cc1ccccc1O	0.8%
CCCn1c(SCC(=O)N(C)C2CCCCC2)n[nH]c1=O	i
COCOCCn1cc(CN2CCS(=O)(=O)N(Cc3ccc(-c4ccc(F)cc4)cc3)C(CC(C)C)C2=O)nn1 (stereo not given)	0.4%
CCOC(=O)CNC(=O)N1C[C@H]2CON(C)[C@H]2C[C@H]1c1ccccc1Br	0.1%
C[C@@H]1CN([C@@H](C)CO)C(=O)c2cc(NC(=O)Nc3ccccc3)ccc2O[C@@H](C)CCCCO[C@H]1CN(C)C(=O)Nc1ccc(C(F)(F)F)cc1	0.7%
CC1(CCc2ccccc2)NC(=O)N(CC(=O)N2CCc3ccccc32)C1=O (stereo not given)	i
CC1CN2C(=O)C1(c1ccccc1)C(=O)NC2=S (stereo not given)	0.9%
COC(=O)C(=Cc1ccncc1)c1cccc2ccccc12	4.5%
CCC(C)C(NC(=O)c1ccccc1)C(=O)N1CCN(C(=O)c2ccccc2)CC1 (stereo not given)	0.3%
CCOc1ccc(NS(=O)(=O)c2ccc(Cl)c(N=Nc3c(O)[nH]c(=S)[nH]c3=O)c2)cc1Br	i
C[C@H]1CN([C@@H](C)CO)C(=O)c2cc(Br)cnc2O[C@H]1CN(C)C(=O)Cc1ccccn1	0.1%
O=C(COc1ccc(S(=O)(=O)N2CCCC2)cc1[N+](=O)[O-])N1CCCCC1	1.4%
CCCn1c(=O)c(C(=O)Nc2ccccc2N)c(O)c2ccccc21	3.2%
CC(=O)Nc1ccc(S(=O)(=O)CC(=O)CS(=O)(=O)c2ccc(NC(C)=O)cc2)cc1	3.6%
CC(C)C1C(=O)N(Cc2cn(CCC3OCCCO3)nn2)CCS(=O)(=O)N1Cc1ccc(-c2cccc(CO)c2)cc1 (stereo not given)	0.6%
N#CC1(Nc2ccc3c4c(cccc24)CC3)CCCCC1	i
C[C@@H](O)CNC(=O)c1[nH]cnc1C(=O)N[C@H](C)c1ccccc1	8.6%
C[C@@H]1CN([C@H](C)CO)C(=O)CCCn2nncc2CO[C@@H]1CN(C)S(=O)(=O)c1ccccc1C#N	1.1%
O=C(/C=C/c1ccccc1)N1Cc2ccccc2-n2nncc2C1	i
C#CCN(C[C@@H]1[C@@H](OC(=O)NC2CCCC2)[C@@H](OC(=O)NC2CCCC2)Cn2c(=O)ccc(=O)n21)S(=O)(=O)c1ccc(C)cc1	i
O=C(CSc1nc(=O)n(CCN2CCOCC2)c2c1CCCC2)Nc1ccccc1Cl	2.2%
COc1ccc(CNC(=O)c2ccccc2NC(=O)C2=C(C)OCCS2)cc1	0.8%
O=C(NC(Cc1ccccc1)C(=O)N1CCN(c2ccc(F)cc2)CC1)c1ccccc1 (stereo not given)	4.8%
Cc1ccc(N(CC(=O)NC(C)(C)C)C(=O)CCC(=O)Nc2ccccn2)cc1	11%
O=S1(=O)CC(N2CCCCC2)C1CN1CCCCC1 (stereo not given)	0.6%
CC(=O)c1ccc(N2CCN(C(=O)CNC(=O)c3ccc(Br)o3)CC2)cc1	0.1%
C[C@@H]1CNC(=O)c2c(C(=O)NCC(=O)OC(C)(C)C)ncn21	0.7%
CCc1c(N=O)c(-c2ccccc2)n(O)[n+]1[O-]	i
COc1ccc(C#Cc2cnc3c(c2)C(=O)N([C@H](C)CO)C[C@@H](C)[C@H](CN(C)C(=O)CN(C)C)O3)cc1	i
CN1CCn2cnc(C(=O)NCCCCCNC(=O)OC(C)(C)C)c2C1=O	i
C[C@@H]1CN([C@@H](C)CO)C(=O)CCCn2nncc2CO[C@@H]1CN(C)S(=O)(=O)c1ccccc1	1.1%
CCC1NC(=O)c2cccnc2-n2c1nc1cc(C)cc(C)c1c2=O (stereo not given)	5.0%
CCc1noc(C)c1C(=O)OCC(=O)c1ccc(NC(=O)CC(C)C)cc1	i
Cc1ccccc1/C(=N\S(=O)(=O)c1ccc(Br)cc1)Nc1ccccc1	i

Reformatted: results already given.
smiles | VEEV TC-83 Vero
C[C@@H](O)CNC(=O)c1[nH]cnc1C(=O)N[C@H](C)c1ccccc1 | 8.6%
C[C@@H]1CN([C@H](C)CO)C(=O)CCCn2nncc2CO[C@@H]1CN(C)S(=O)(=O)c1ccccc1C#N | 1.1%
O=C(/C=C/c1ccccc1)N1Cc2ccccc2-n2nncc2C1 | i
C#CCN(C[C@@H]1[C@@H](OC(=O)NC2CCCC2)[C@@H](OC(=O)NC2CCCC2)Cn2c(=O)ccc(=O)n21)S(=O)(=O)c1ccc(C)cc1 | i
O=C(CSc1nc(=O)n(CCN2CCOCC2)c2c1CCCC2)Nc1ccccc1Cl | 2.2%
COc1ccc(CNC(=O)c2ccccc2NC(=O)C2=C(C)OCCS2)cc1 | 0.8%
O=C(NC(Cc1ccccc1)C(=O)N1CCN(c2ccc(F)cc2)CC1)c1ccccc1 (stereo not given) | 4.8%
Cc1ccc(N(CC(=O)NC(C)(C)C)C(=O)CCC(=O)Nc2ccccn2)cc1 | 11%
O=S1(=O)CC(N2CCCCC2)C1CN1CCCCC1 (stereo not given) | 0.6%
CC(=O)c1ccc(N2CCN(C(=O)CNC(=O)c3ccc(Br)o3)CC2)cc1 | 0.1%
C[C@@H]1CNC(=O)c2c(C(=O)NCC(=O)OC(C)(C)C)ncn21 | 0.7%
CCc1c(N=O)c(-c2ccccc2)n(O)[n+]1[O-] | i
COc1ccc(C#Cc2cnc3c(c2)C(=O)N([C@H](C)CO)C[C@@H](C)[C@H](CN(C)C(=O)CN(C)C)O3)cc1 | i
CN1CCn2cnc(C(=O)NCCCCCNC(=O)OC(C)(C)C)c2C1=O | i
C[C@@H]1CN([C@@H](C)CO)C(=O)CCCn2nncc2CO[C@@H]1CN(C)S(=O)(=O)c1ccccc1 | 1.1%
CCC1NC(=O)c2cccnc2-n2c1nc1cc(C)cc(C)c1c2=O (stereo not given) | 5.0%
CCc1noc(C)c1C(=O)OCC(=O)c1ccc(NC(=O)CC(C)C)cc1 | i
Cc1ccccc1/C(=N\S(=O)(=O)c1ccc(Br)cc1)Nc1ccccc1 | i

Going on with the list.
SMILES	VEEV TC-83 Vero
CCc1ccc(C(=O)OCC(=O)Nc2c(C)n(C)n(-c3ccccc3)c2=O)cc1	0.5%
O=NN(CCCl)C(=O)NCCc1cccc[n+]1[O-]	4.2%
CC1(C)OC(=O)NC1c1ccccc1 (stereo not given)	2.5%
Cc1n[nH]c2ccc([N+](=O)[O-])cc2c1=O	i
C#CCN(C[C@H]1[C@H](OC(=O)Nc2cccs2)[C@H](OC(=O)Nc2cccs2)C[C@H]2C(=O)N(c3ccccc3)C(=O)[C@@H]12)S(=O)(=O)c1ccc(C)cc1	0.8%
CCCCCC(=O)N1C[C@@H](n2cc(COC(=O)c3ccccc3)nn2)[C@H](O)C[C@@H]1c1ccccc1	i
COc1ccc(-c2ccc(CN3C(C(C)C)C(=O)N(Cc4cn(Cc5ccco5)nn4)CCS3(=O)=O)cc2)cn1 (stereo not given)	4.5%
O=S1(=O)CCN(Cc2ccccc2)CC1	1.3%
Cc1ccc(S(=O)(=O)N2CC3(O)CN(C(=O)OC(C)C)N(C(=O)OC(C)C)CC3(OC(=O)Nc3c(C)noc3C)C2)cc1 (stereo not given)	5.3%
O=C(COC(=O)C1COc2ccccc2O1)c1ccc(F)cc1 (stereo not given)	0.3%
O=C(CC(CC(=O)c1ccccc1)c1ccco1)c1ccccc1	2.7%
O=C(O)C(Cc1ccccc1)N1C(=O)C2C3CCC(C3)C2C1=O (stereo not given)	i
O=C(C1CCCCC1)N1C[C@@H](n2cc(-c3ccc(F)cc3)nn2)[C@H](O)C[C@@H]1c1ccccc1	7.0%
O=C(CN1C(=O)c2cccc([N+](=O)[O-])c2C1=O)N1CCc2ccccc2C1	i
CCOc1ccc(Oc2ccccc2NC(=O)CCc2nc3ccccc3c(=O)[nH]2)cc1	1.1%
CCOc1ccc(C(=O)CCC(=O)NN2CCCCC2)cc1	i
COc1cc(/C=N/Nc2nc(C)cc(C)n2)ccc1O	i
CC1C2CCC(C2)C1OC(=O)c1ccccc1C(=O)O (stereo not given)	1.5%
COc1cccc(C(=O)N2CCN(Cc3nc(-c4ccoc4)oc3C)CC2)c1	i
COc1ccc(-c2ccc(CN3C(CC(C)C)C(=O)N(Cc4cn(Cc5ccco5)nn4)CCS3(=O)=O)cc2)cc1OC (stereo not given)	6.1%
Cc1nc2ccc(Cl)cn2c1[N+](=O)[O-]	2.2%
O=C(C1CC(=O)N(c2ccc(F)c(Cl)c2)C1)N1CCOCC1 (stereo not given)	0.1%
Cc1cccc(OCC(=O)N2CCc3ccccc3C2)c1C	i
[O-][n+]1ccc(CC(O)(C(F)(F)F)C(F)(F)F)cc1	i
CCc1cc(-c2nnn(CCC3COCCO3)c2CC)ccc1-c1cn(CCc2c[nH]c3ccccc23)nn1 (stereo not given)	8.0%
COc1cc(NCCCCC(C)N)c2nccc(C)c2c1 (stereo not given)	6.8%
Cc1cc(C)c(OCC(=O)OCC(=O)NCc2ccco2)c(C)c1	1.1%
COc1ccc(C(=O)N(C)CCOc2ccc(Cl)cc2)cc1S(=O)(=O)N1CCCC1	2.2%
COc1ccc(S(=O)(=O)NCc2ccccn2)cc1C	1.1%
Cc1cc(SCC(=O)N2c3ccccc3NC(=O)CC2C)nc2ccccc12 (stereo not given)	i
COc1ccc(-n2c(=O)c(CCC(=O)N3CCN(c4cccc(OC)c4)CC3)nc3ccccc32)cc1	i
C[C@H](CO)N1C[C@H](C)[C@@H](CN(C)Cc2ccc3c(c2)OCCO3)OCc2cnnn2CCCC1=O	0.5%
